High-throughput results as filed in PubChem BioAssay.
Tat export inh: E. coli Tat transport inhibition; E. coli MC4100 TorA-mCherry Tat export, fluorescence; inhibition, % at 10 µM; hit rate 0.036% among 340,000;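 active = mean replicate inhibition at least 50% and at least half of replicates individually reaching 50%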;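 note: exported cargo escapes ClpAP degradation while cytoplasmic cargo is degraded and loses fluorescence; 0% = median of neutral control wells and 100% = median of NaSCN control wells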
AddAB inh: less growth of phage-infected E. coli with AddAB. E. coli expressing H. pylori AddAB, absorbance growth. inhibition, % at 11.9 µM. hit rate 0.29% among 330,000. AID 435030; in the data active = inhibition above about 12%;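 note: 0% = vehicle wells of infected cells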
PKA-R1A activ: activates the PKA-R1A holoenzyme complex. PKA-R1A dissociation, Cy5-IP20 fluorescence polarization; scaled: DMSO 0%, 113 µM cGMP 100%. P00514+P68181. activation, % at 11.4 µM. hit rate 0.083% among 340,000;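 active = percent activation above the mean of all tested compounds plus 3 SD, cut at about 19% in these data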;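 note: higher means more PKAc released from R1A so a rise in polarization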
phage Ecoli inh: E. coli growth loss with phage present; growth absorbance; inhibition, % at 11.9 µM; hit rate 0.26% among 360,000; in the data active = inhibition above about 11%
HTR5A inv ag: HTR5A inverse agonism, opioid heterodimer counter-screen | hit rate 0.083% among 340,000 | inhibition, % at 9.3 µM | HTR5A cell line, luminescence; in the data active = inhibition mostly above about 23%, no sharp cut-off; inactive = mostly below about 18%;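 note: 0% = cells with DMSO and 100% = no-cell wells with DMSO; some compounds called inactive have numbers as strong as hits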
SUMO Mot1 rescue: inhibitors of SUMOylation pathway: yeast Mot1-301 growth rescue; S. cerevisiae Mot1-301 growth rescue, ATP luminescence, 38.5C; percent above DMSO median, 100 means doubled; growth rescue, % at 18.8 µM; hit rate 1% among 320,000;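 active = every valid replicate shows activation above 250% relative to neutral control wells; inactive = the rest, any valid replicate at or below 250%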;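 note: OY570 slx delta 5 strain wells were the positive control but not used for scaling; some compounds called inactive have numbers as strong as hits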
PKA-R2B act: PKA-R2B complex activation | P22694+P31323 | PKA-R2B holoenzyme dissociation, Cy5-IP20 fluorescence polarization; R2B truncated from residue 108, S112A mutant; 0% DMSO only, 100% 113 µM cGMP | hit rate 0.079% among 340,000 | AID 504700 | activation, % at 11.4 µM;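 active = activation above a cutoff set at the mean over all compounds plus 3 SD, cut at about 18% in these data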;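 note: higher means more holoenzyme dissociation and a rise in polarization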
Target sequence (P31323 whole entry, looked up, other chains not shown, the tested form may be a part): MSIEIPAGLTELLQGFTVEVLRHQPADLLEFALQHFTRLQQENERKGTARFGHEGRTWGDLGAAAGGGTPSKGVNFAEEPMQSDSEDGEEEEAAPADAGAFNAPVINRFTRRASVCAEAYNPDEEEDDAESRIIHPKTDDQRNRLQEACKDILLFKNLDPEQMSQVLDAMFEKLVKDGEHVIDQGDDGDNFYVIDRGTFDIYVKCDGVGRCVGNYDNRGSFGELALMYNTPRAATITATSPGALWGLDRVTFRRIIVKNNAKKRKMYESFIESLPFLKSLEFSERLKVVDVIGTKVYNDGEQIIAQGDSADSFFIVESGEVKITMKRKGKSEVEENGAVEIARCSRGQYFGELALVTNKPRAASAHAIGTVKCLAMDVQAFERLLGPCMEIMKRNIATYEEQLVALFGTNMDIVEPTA
DAGLB inh: diacylglycerol lipase beta (human) inhibition; hit rate 0.059% among 340,000; inhibition, % at 5.17 µM; AID 504411; Q8NCG7; HEK293T DAGLB membrane lysate, EnzChek fluorogenic substrate; in the data active = inhibition above about 34%;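 note: 0% = enzyme with vehicle and 100% = wells lacking enzyme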
Ecoli viability: reduces bacterial viability in AddAB counter-screen; E. coli V3065 growth, OD600 absorbance, 18 h; inhibition, % at 11.9 µM; hit rate 0.27% among 330,000;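 active = inhibition above the campaign's mean inhibition across all tested compounds plus 3 SD, cut at about 9.9% in these data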;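 note: uninfected addAB+ strain grown without phage in ampicillin broth; 0% = DMSO wells and 100% = ciprofloxacin 0.95 µg/ml wells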
HTR5A ag: HTR5A agonism, opioid heterodimer counter-screen. P47898. HTR5A agonist assay, luminescence, cell-based. activation, % at 9.3 µM. hit rate 0.61% among 340,000. AID 504692; in the data active = activation mostly above about 9.5%, no sharp cut-off; inactive = mostly below about 7.6%;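 note: 0% = cells with vehicle only and 100% = reference agonist; strong numbers were not always called active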
CDK5 p35 inh: CDK5/p35 (human) kinase inhibition. Recombinant CDK5/p35, ADP-Glo luminescence, 60 min. inhibition, % at 10 µM. hit rate 0.01% among 330,000. Q00535+Q15078;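 active = highest replicate inhibition of at least 50% and at least 75% of replicates reaching 50%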;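 note: plate controls were DMSO neutral control for no effect and GW8510 at 10 µM for full effect; many of its hits are not listed in these tables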
Target sequence (Q00535 whole entry, looked up): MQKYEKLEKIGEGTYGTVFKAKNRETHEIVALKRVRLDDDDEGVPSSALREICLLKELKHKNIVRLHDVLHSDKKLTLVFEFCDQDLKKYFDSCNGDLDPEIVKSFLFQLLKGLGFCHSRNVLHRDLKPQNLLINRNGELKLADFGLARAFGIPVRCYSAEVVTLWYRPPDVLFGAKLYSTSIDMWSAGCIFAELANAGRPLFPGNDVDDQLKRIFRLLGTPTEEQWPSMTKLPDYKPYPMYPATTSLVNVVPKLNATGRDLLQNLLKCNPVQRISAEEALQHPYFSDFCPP
Target sequence (Q15078 whole entry, looked up): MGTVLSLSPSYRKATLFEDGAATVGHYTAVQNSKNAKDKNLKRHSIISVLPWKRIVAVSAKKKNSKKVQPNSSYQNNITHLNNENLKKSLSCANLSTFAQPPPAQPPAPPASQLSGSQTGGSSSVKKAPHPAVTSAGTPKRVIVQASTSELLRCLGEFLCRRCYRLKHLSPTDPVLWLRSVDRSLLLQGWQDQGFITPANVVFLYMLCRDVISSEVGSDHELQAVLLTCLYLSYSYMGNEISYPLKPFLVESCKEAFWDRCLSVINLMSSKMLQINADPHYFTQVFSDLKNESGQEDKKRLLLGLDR
* = called active by the depositor; . = not tested or not shown.

SMILES	Tat export inh	AddAB inh	PKA-R1A activ	phage Ecoli inh	HTR5A inv ag	SUMO Mot1 rescue	PKA-R2B act	DAGLB inh	Ecoli viability	HTR5A ag	CDK5 p35 inh
CCn1nc(C)cc1C(=O)OCC(=O)c1ccc(Cl)cc1	-1	2.0	-3	2.4	12	-8	2	-1	1.8	-4	-2.4
COCCNCc1cc(C)n(-c2cc(S(=O)(=O)N3CCOCC3)ccc2N2CCCC2)c1C	-6	.	-10	1.7	31	.	3	2	.	2	0.1
O=C(CN1CCN(C/C=C/c2ccccc2)CC1)Nc1ccccc1C(=O)NC1CC1	2	-0.6	-6	-1.4	7	-4	-4	0	0.3	-2	1.3
CC(C)C(=O)Nc1nc2cc3c(cc2s1)OCCO3	-5	0.6	0	-1.5	-9	6	11	-11	-2.1	1	2.0
COc1cccc(CNC(=O)N[C@@H](CC(C)C)C(=O)O)c1	-5	0.2	-6	2.0	-5	7	0	1	1.9	0	0.7
Nc1nc(SCc2ccccc2)n[nH]1	-6	3.5	1	2.0	0	2	5	-1	-1.2	-1	-0.4
O=C(Cc1ccccc1F)c1ccc(O)cc1O	6	1.6	.	3.2	.	-5	.	.	1.7	.	-2.7
O=C(N/N=C/c1cccnc1)c1ccc(O)cc1	-11	-0.1	-6	1.4	-24	8	-4	2	0.0	6	0.0
O=C(NCC(=O)N1CCC2(CC1)NCCc1[nH]cnc12)c1ccc2ccccc2c1	2	3.6	5	0.1	7	13	-2	3	1.1	2	0.7
CNc1nc(OC)nc(N(C#N)CN2C(=O)c3ccccc3S2(=O)=O)n1	-4	3.4	-1	3.0	11	31	-6	-1	-1.3	-4	0.1
CN(CC(=O)Nc1ccccc1Cl)C(=O)COC(=O)c1ccccc1[N+](=O)[O-]	-7	-2.1	-12	.	12	-1	-13	1	-2.3	3	0.5
COc1ccc(C(=O)O/N=C2\CCS(=O)(=O)c3sccc32)cc1	-2	0.7	5	3.4	-2	241	-1	4	1.9	1	-1.8
CCOC(=O)N1CCc2c(sc3c2c(=O)n(-c2ccc(CC)cc2)c(=O)n3CC(=O)NCC2CCCO2)C1 (stereo not given)	-4	3.7	0	.	17	-8	-6	-5	-0.9	-2	-1.4
COCCNC(=O)C(c1ccc(Cl)cc1)N(Cc1ccco1)C(=O)CCC(=O)Nc1ccccn1 (stereo not given)	9	2.3	10	0.3	-5	12	-7	-3	-3.1	-4	-0.3
O=C(c1ccc2nc(Cc3ccccc3F)oc2c1)N1CCCC1	-7	2.0	3	1.3	-8	14	-3	0	0.7	4	-0.8
Cc1[nH]c(=O)[nH]c(=O)c1S(=O)(=O)N1CCC(C(=O)NC(C)c2ccccc2)CC1 (stereo not given)	-2	1.0	-8	-0.2	0	-7	-4	0	1.2	0	-1.5
Fc1ccccc1/C=N/Nc1ncnc2nc[nH]c12	2	1.7	-4	2.8	13	147	4	-3	-0.1	-4	39
Cc1ccc(S(=O)(=O)N[C@H](C(=O)OCC(=O)NC(=O)NCc2ccco2)C(C)C)cc1	-1	0.5	-1	2.0	-13	-17	-1	0	-0.7	3	-1.5
CCSc1nc(N)c(C#N)c(-c2ccco2)c1C#N	-1	2.6	-7	3.3	-22	.	0	-5	2.1	8	-0.1
COc1ccc(N2CCN(C(=O)CSc3nnc(CNc4ccccc4)o3)CC2)cc1	-7	3.5	-6	1.3	-2	-9	-1	-3	2.6	5	-0.4
NS(=O)(=O)c1ccc(N/N=C/c2ccccc2C(=O)O)c([N+](=O)[O-])c1	-2	1.2	5	0.8	9	-5	-9	3	0.8	-2	-0.7
COc1ccc(-n2cnnc2SCC(=O)N2CCN(S(=O)(=O)c3ccccc3)CC2)cc1	-5	1.6	3	1.7	-2	6	1	-2	2.4	0	0.5
O=C(O)CC/C(=N\NC(=O)c1ccccc1)c1cccs1	3	0.6	-12	0.8	5	12	-6	-2	1.2	-2	0.7
N#Cc1ccccc1S(=O)(=O)N1CCN(CC(O)COc2ccccc2F)CC1 (stereo not given)	-4	0.7	-1	-2.9	0	-11	2	-2	-0.5	0	1.3

Three records picked at random from the list so far, as already listed:
SMILES	Tat export inh	AddAB inh	PKA-R1A activ	phage Ecoli inh	HTR5A inv ag	SUMO Mot1 rescue	PKA-R2B act	DAGLB inh	Ecoli viability	HTR5A ag	CDK5 p35 inh
CCOC(=O)N1CCc2c(sc3c2c(=O)n(-c2ccc(CC)cc2)c(=O)n3CC(=O)NCC2CCCO2)C1 (stereo not given)	-4	3.7	0	.	17	-8	-6	-5	-0.9	-2	-1.4
COc1ccc(N2CCN(C(=O)CSc3nnc(CNc4ccccc4)o3)CC2)cc1	-7	3.5	-6	1.3	-2	-9	-1	-3	2.6	5	-0.4
O=C(c1ccc2nc(Cc3ccccc3F)oc2c1)N1CCCC1	-7	2.0	3	1.3	-8	14	-3	0	0.7	4	-0.8

Continuation:
SMILES	Tat export inh	AddAB inh	PKA-R1A activ	phage Ecoli inh	HTR5A inv ag	SUMO Mot1 rescue	PKA-R2B act	DAGLB inh	Ecoli viability	HTR5A ag	CDK5 p35 inh
CC(C)(C)C(=O)Nc1nnc(Cc2ccccc2)s1	-15	0.5	2	3.5	-45	6	7	4	1.8	0	-0.5
CCNC(=S)N1CCN(c2nc(-c3ccc(F)cc3)cs2)CC1	-4	1.4	2	-0.6	-3	21	-24	0	3.7	1	1.1
CCOC(=O)c1c(-c2ccc(OC)cc2)csc1/N=C/N(C)C	4	3.4	2	2.7	-6	3	3	0	-2.3	2	-1.2
CC(C)N(C(=O)Cn1c(SCC(=O)NCc2ccc3c(c2)OCO3)nc2ccccc21)C(C)C	6	3.1	-1	-0.2	.	307*	-2	2	0.2	.	-0.5
O=C(c1ccc(S(=O)(=O)N2CCCCC2)cc1)N1CCN(Cc2ccc3c(c2)OCO3)CC1	4	.	-12	2.2	-3	.	-3	-1	.	1	-2.6
CC1CCCN(C(=O)COC(=O)CSc2ccc(C(N)=O)cc2[N+](=O)[O-])C1 (stereo not given)	-2	-2.6	3	-0.9	-9	-8	-4	2	-0.6	0	0.4
CN1CCN(C2=C(NS(=O)(=O)c3ccccc3)C(=O)c3ccccc3C2=O)CC1	17	5.9	-9	.	-2	0	3	1	-0.2	6	0.3
CCC(=O)N(Cc1ccc2c(c1)OCO2)Cc1cc2cc(OC)ccc2[nH]c1=O	-12	-0.5	-8	1.0	-8	376*	1	2	2.5	2	-1.1
Cc1cccc(N2CCN(C(=O)c3ccccc3SCC(=O)N3CCCC3)CC2)c1C	-5	1.4	5	0.3	-9	155	0	-7	-1.9	6	0.5
COCCN(C)C(=O)CCc1nnc(Cc2ccc(-c3ccccc3)cc2)o1	-4	0.2	11	2.0	-20	1	-5	-3	0.7	-4	2.3
COc1ccc(N2CCN(C(=O)CSc3ccc([N+](=O)[O-])cc3)CC2)cc1	24	1.6	0	4.4	-8	518	-4	3	-0.6	3	-0.7
CCNC(=O)NC(=O)C(C)OC(=O)c1cccn1C (stereo not given)	10	4.9	-1	2.8	15	7	-1	1	2.3	-4	0.8
CCC(CC)CN1C(N(C)C)=NC[C@@H]1CC(C)C	0	3.0	-4	2.1	-14	7	-4	-3	0.5	6	-0.2
COc1ccc(C(CNC(=O)COc2cc(C)c(Cl)c(C)c2)N2CCCCC2)cc1 (stereo not given)	-4	0.9	-7	3.6	-31	.	-9	-6	-4.0	8	-1.3
CCC(C)NC(=O)C1CCN(S(=O)(=O)c2ccc(Br)s2)CC1 (stereo not given)	-8	5.3	8	2.9	7	-8	2	-5	-0.2	-3	-2.6
O=C(O)COc1ccc(C=C2SC(=S)N(c3ccccc3)C2=O)cc1	0	.	-1	1.9	-4	.	1	2	.	1	1.3
Clc1ccc(CN2CCSCC2)cc1Cl	-5	0.7	1	-2.1	17	47	-2	-5	-2.4	-5	-0.7
CCOC(=O)c1cnc2c(-c3ccc(Cl)cc3)c(C)nn2c1N	1	3.0	-13	0.6	-4	2	4	-1	1.3	-5	0.6
Nc1cc(=O)[nH]c(SCC(=O)Nc2ccc(N3CCCCC3)cc2)n1	-2	3.5	6	0.9	0	-16	-12	5	0.5	0	0.0
Cc1cc(OCC(F)(F)C(F)(F)C(F)(F)C(F)F)nc(N)n1	-2	3.9	-3	1.2	-13	18	7	-4	0.0	0	-0.9
Cc1ccnc(NC(=S)NC(=O)c2cncc(Br)c2)c1	-6	1.5	-8	2.7	13	3	2	-11	0.7	-4	1.5
COc1cccc(C(=O)Oc2c(Br)cc(Br)cc2/C=N/NC(=O)c2cc(C)[nH]n2)c1	3	-2.1	-5	2.1	3	0	3	1	-0.5	-1	0.4
COc1ccc(-c2noc(N3CCC(C(=O)Nc4cc(OC)ccc4OC)CC3)n2)cc1	6	-1.6	-4	0.7	-17	10	-16	4	-0.6	-1	0.6
COc1ccc(C2C(C(=O)O)CC(=O)N2c2ccc(OC)cc2)cc1 (stereo not given)	3	-0.1	9	-0.5	-11	-1	0	1	-3.3	1	-0.6
CCn1cc(C=C2C(=O)c3ccccc3C2=O)c2ccccc21	7	.	1	3.7	-11	.	-10	0	.	4	-0.6
Cc1cccc(OCC(=O)Nc2cccc(O)c2)c1	-4	3.4	-9	1.7	14	-12	-2	-2	3.9	-5	-1.3
CC(C)C(=O)OCC(=O)Nc1ccc2c(c1)CCC2	1	1.8	2	0.9	-1	-18	7	-5	0.6	2	-1.2
C/C(CCc1ccccc1)=N\NC(=O)c1ccccc1	-5	0.8	0	4.1	3	-5	0	1	0.3	6	-0.8
CCN1CCN(C(=O)c2cc(S(=O)(=O)Nc3ccc(S(C)(=O)=O)cc3)ccc2Cl)CC1	12	-0.7	1	-1.7	7	15	2	2	0.8	-1	-0.1
Cc1ncc(CN2CCN(C(C)C)C(CCO)C2)s1 (stereo not given)	0	0.1	-15	3.6	0	-4	-4	-1	-0.6	0	-0.6
COCCN1Cc2cccc(C(=O)Nc3cc(OC)ccc3OC)c2C1=O	3	-1.6	15	-0.6	-57	494	-6	0	-1.5	9	-1.2
C[C@@H]1[C@H](c2ccccc2)Oc2ccc(Cl)cc2S(=O)(=O)N1CC1CCCN1C(=O)OC(C)(C)C (stereo not given in full)	-19	.	11	4.1	14	.	7	-16	.	-4	1.9
FC(F)(F)c1cccc(-n2cccc2/C=N/n2cnnc2)c1	-2	-1.8	-2	3.2	-13	18	5	-2	-1.5	-1	-0.7
NNC(=O)c1cccc(Cn2cc(Br)c([N+](=O)[O-])n2)c1	-3	27*	5	9.2	-1	-9	1	-2	24*	4	-0.4
COC(=O)C(Nc1ccccc1Cl)(c1cc(C)c(O)c(C)c1)C(F)(F)F (stereo not given)	6	-0.8	2	2.0	7	-31	-2	-2	1.7	-2	-1.3
CCOc1nc(Nc2ccc(OC)cc2)nc(N2CCOCC2)n1	3	0.1	10	2.1	10	-17	-4	1	0.5	-4	1.5
Oc1ccccc1C1=Nc2ccccc2N=C(c2cccs2)C1	-2	-0.1	-2	4.1	-10	10	-6	-7	1.1	-1	-6.0
C=CCOc1ccc(C2NC(=S)NC3=C2CCc2ccccc23)cc1 (stereo not given)	-5	2.5	-8	6.0	-1	4	1	0	3.1	-1	-6.1
Cc1ccc(CC(=O)N(C)CC(=O)Nc2ccc(N3CCOCC3)cc2)cc1C	-2	5.2	-13	0.5	-10	-5	-9	0	0.9	-1	0.7
O=[N+]([O-])c1ccc(N2CCCCC2)nc1N1CCCCC1	7	1.6	-10	0.4	7	20	3	-2	0.0	-3	2.0
